Bioassay records (PubChem)
MrgX1 PAM = allosterically activates human MrgX1 receptor signaling | MrgX1-HEK293, Fluo-4 calcium flux, FDSS; stronger effect = higher value | B-score at 10 µM | 0.63% of 310,000 active;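 active = plate-corrected calcium response at least 3 library SD above typical, normal starting fluorescence, not activating the receptor alone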;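 also: compound read alongside a low EC10 to EC30 dose of BAM8-22 agonist; peak minus trough fluorescence over baseline measured at the second addition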
TRPC4 block = TRPC4 (mouse) channel inhibition; Q9QUQ5; HEK293 TRPC4beta/mu-opioid, DAMGO-evoked Fluo4 calcium flux; stronger effect = lower value; B-score at 10 µM; 0.39% of 300,000 active;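 active = B-score over 3 SD under the library average, no early fluorescence shift, positive overall ratio signal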
Target sequence (Q9QUQ5 whole entry, looked up): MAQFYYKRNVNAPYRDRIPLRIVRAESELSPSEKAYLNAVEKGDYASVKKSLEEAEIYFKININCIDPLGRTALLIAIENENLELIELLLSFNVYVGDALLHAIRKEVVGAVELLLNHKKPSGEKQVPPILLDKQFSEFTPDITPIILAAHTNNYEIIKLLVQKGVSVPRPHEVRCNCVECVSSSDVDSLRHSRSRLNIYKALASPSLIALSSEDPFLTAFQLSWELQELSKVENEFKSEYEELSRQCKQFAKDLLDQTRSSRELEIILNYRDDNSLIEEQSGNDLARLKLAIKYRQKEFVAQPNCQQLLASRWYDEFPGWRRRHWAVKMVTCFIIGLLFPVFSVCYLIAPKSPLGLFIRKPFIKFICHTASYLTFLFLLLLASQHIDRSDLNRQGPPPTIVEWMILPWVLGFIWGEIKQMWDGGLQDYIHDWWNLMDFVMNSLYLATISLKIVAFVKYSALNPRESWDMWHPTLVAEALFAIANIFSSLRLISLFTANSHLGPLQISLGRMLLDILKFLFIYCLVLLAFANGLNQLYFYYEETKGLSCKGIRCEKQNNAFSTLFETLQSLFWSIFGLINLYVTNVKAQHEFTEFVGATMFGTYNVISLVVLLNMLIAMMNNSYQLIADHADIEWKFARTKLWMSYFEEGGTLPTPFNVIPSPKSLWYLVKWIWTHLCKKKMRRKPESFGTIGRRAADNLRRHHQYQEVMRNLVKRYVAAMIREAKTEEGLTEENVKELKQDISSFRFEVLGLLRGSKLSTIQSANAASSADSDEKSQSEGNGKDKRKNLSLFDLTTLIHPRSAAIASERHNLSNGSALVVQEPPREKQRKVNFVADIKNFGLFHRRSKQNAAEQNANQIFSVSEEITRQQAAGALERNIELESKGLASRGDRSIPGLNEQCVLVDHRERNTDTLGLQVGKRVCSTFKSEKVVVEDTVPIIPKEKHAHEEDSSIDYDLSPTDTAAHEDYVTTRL
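Assay system: HEK293 cells with stable TRPC4beta plus mu-opioid receptor expression; Probe or stimulus: DAMGO in two steps, submaximal then maximal; Dosing: single-point compound dosing; Measured by: Fluo4 calcium-dye fluorescence, kinetic read; Read-out basis: B score from integrated Fluo4 fluorescence ratio.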
AI-2 QS modul = modulators of Vibrio harveyi AI-2 quorum sensing system. Vibrio harveyi JMH597 AI-2 luminescence/OD600 ratio, 9 h; stronger effect = lower value; strain lacks LuxN and CqsS sensors; 0 = neutral-control median. activity change, % at 7.5 µM. 0.4% of 300,000 active. AID 2094; in the data active = activity change below about -75%, passing the limit was not always enough; inconclusive = no clear call, values can overlap the other calls;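 also: luminescence divided by OD600 gain over 9 h not by final OD600 alone; inactives centre near 13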
TRPC6 inhibitor = inhibitors of mouse TRPC6 channel | B-score at 10 µM | AID 2553 | Q61143 | 1.1% of 310,000 active | HEK293-TRPC6, membrane potential dye, ACh-evoked depolarization; stronger effect = lower value;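 active = B-score under library mean minus 3 SD, initial fluorescence not abnormally high, positive integrated signal ratio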;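 also: B-score derived from integrated fluorescence ratio over the kinetic read; more negative B-score means stronger inhibition of depolarization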
MrgX1 agonist = agonists of human MrgX1 receptor; 0.44% of 310,000 active; B-score at 10 µM; MrgX1-HEK293 cells, Fluo-4 calcium fluorescence, agonist mode; stronger effect = higher value; Q96LB2;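 active = calcium response B-score plate-corrected fluorescence ratio at least 3 library SD, with starting fluorescence B-score inside 5 SD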
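System – MrgX1-expressing HEK293 cells · Incubation – cells plated overnight, dye loaded 0.5 h 37 °C, 0.5 h room temperature · Technique – kinetic Fluo-4 NW fluorescence of intracellular calcium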
TRPC4 agonist = TRPC4 (mouse) channel activation; HEK293 TRPC4beta/mu-opioid, Fluo4 calcium fluorescence; stronger effect = higher value; B-score at 10 µM; 0.49% of 310,000 active; AID 2237; Q9QUQ5;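 active = B-score above 5 SD of library B-scores, and initial fluorescence ratio not above library mean plus 5 SD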;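 also: positive B-score marks a calcium rise read as TRPC4 activation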
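Material: TRPC4beta and mu-opioid receptor HEK293 stable cells | Incubation: 45 min room-temperature Fluo4 loading, 110 s read | Detection: Kinetic Fluo4 calcium fluorescence | Measure: Integrated baseline-normalised fluorescence ratio, converted to per-well B score | Benchmarks: Low control buffer alone, high control maximal DAMGO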
TRPC4 PAM = allosterically enhances the mouse TRPC4 cation channel; Q9QUQ5; HEK293 TRPC4beta/mu-opioid, DAMGO EC20, Fluo-4 Ca2+ flux; stronger effect = higher value; B-score at 10 µM; 0.42% of 310,000 active;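 active = B-score of calcium response area above 5 SD of library B-scores, with initial fluorescence ratio within 5 SD of library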;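 also: B-score of integrated fluorescence ratio over time as area under calcium response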
TRPC6 activator = activates the mouse TRPC6 cation channel; 0.13% of 310,000 active; Q61143; B-score at 10 µM; HEK293-TRPC6 membrane potential dye fluorescence; stronger effect = higher value;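 active = B-score of the integrated fluorescence ratio above library mean plus 3 SD, and starting fluorescence ratio within library mean plus 5 SD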;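 also: higher score means more depolarization so channel activation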
PolyA inh = blocks polyadenylation in yeast reporter cells; S. cerevisiae SKY197-pL101 polyadenylation reporter, beta-gal luminescence; efflux-impaired pdr1/pdr3 knockout yeast; score 100 = 6 SD above DMSO; calls only at 12 µM; 0.02% of 300,000 active; AID 1875;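 active = lowest replicate activity score at least 50, where 100 means six control SD above control mean; inconclusive = lowest score under 50 but half or more replicates reach 50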;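 also: yeast exposed to compound for 9 h at 30 °C; higher score means more reporter readthrough which indicates perturbed polyadenylation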
HIF act = HIF pathway transcriptional activation | U2OS HRE-luciferase reporter, luminescence; normalized: DMSO 0%, desferrioxamine 100% | activation, % at 7.5 µM (by protocol) | AID 1910 | 0.32% of 300,000 active;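 active = mean activation of at least 10% of the iron chelator positive control signal, with at least half of replicates also reaching 10%; inconclusive = mean and replicate majority disagree about reaching 10%; inactive = mean and most replicates under 10%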
MrgX1 antag = blocks BAM8-22 activation of human MrgX1 receptor. Q96LB2. MRGX1-HEK293 calcium flux, Fluo-4, BAM8-22 antagonism; stronger effect = lower value. B-score at 10 µM. 1.3% of 310,000 active;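 active = calcium-response B-score plate-corrected more than 3 library SD below zero, starting fluorescence within 5 deviations, no agonist response on first addition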;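 also: peak minus trough fluorescence over baseline after final BAM8-22 challenge near maximal dose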
An asterisk follows results filed as active; i = inactive; ? = inconclusive; / = not tested or not shown. Not all compounds are listed; count on the stated rates, not on these rows.

SMILES,MrgX1 PAM,TRPC4 block,AI-2 QS modul,TRPC6 inhibitor,MrgX1 agonist,TRPC4 agonist,TRPC4 PAM,TRPC6 activator,PolyA inh,HIF act,MrgX1 antag
CN(C)c1ccc(C(=S)N2CCCCC2)cc1Br,i,i,7,i,i,i,i,i,i,2.0,i
COCc1cc(CN(C)C(=O)c2oc3c(F)cccc3c2C)[nH]n1,i,i,/,i,i,i,i,i,i,0.7,i
Cc1ccccc1-c1n[nH]c(=S)n1/N=C/C=C/c1ccco1,i,i,-51,i,i,i,i,i,i,-0.3,i
CS(=O)(=O)N(CC(=O)NC1CCCCC1)c1cccc(F)c1,i,i,34,i,i,i,i,i,i,-0.2,i
CCOC(=O)c1sc(=N)n(-c2ccc(OC)cc2)c1C,i,i,40,i,i,i,i,i,i,0.9,i
COC1(OC)C(/C=C/c2ccc(Cl)cc2)C(C#N)(C#N)C1(OC)OC (stereo not drawn),8.5*,i,87,i,i,i,i,i,i,1.0,i
Cc1ccc2cc(CN(CC3CCCO3)C(=O)c3cccs3)c(=O)[nH]c2c1 (stereo not drawn),i,i,16,i,i,i,i,i,i,-0.6,i
Cn1nnnc1NCc1cccc(Cl)c1,i,i,14,i,i,i,i,i,i,-0.7,i
CSc1sc(C)cc1C=O,i,i,21,i,i,i,i,i,i,-0.3,i
COc1ccc(N2CC(O)=C(c3nc(-c4ccccc4)cs3)C2=N)cc1,i,i,13,i,i,i,i,i,i,0.2,i
Cc1cccc(NC(=O)C2CC(=O)N(Cc3ccccc3)C2)n1 (stereo not drawn),i,i,-4,i,i,i,i,i,i,-0.3,i
COc1ccccc1N1CCN(C(=O)c2cc3cc(C)ccc3[nH]2)CC1,11*,i,25,i,i,i,i,i,i,-0.5,i
O=C(Oc1ccccc1N1C(=O)C2CCCCC2C1=O)c1ccc(Cl)cc1 (stereo not drawn),i,i,-3,i,i,i,i,i,i,0.6,i
CC(c1ccccc1)N1CC(C(=O)O)CC1=O (stereo not drawn),i,i,14,i,i,i,i,i,i,0.4,i
Cn1ncc(Cl)c1C(=O)Nc1nc2ccc(Cl)cc2s1,i,i,26,i,i,i,i,i,i,?,i
O=C(c1ccccc1F)N1CCN(CC2CC3C=CC2C3)CC1 (stereo not drawn),i,i,26,i,i,i,i,i,i,-0.1,i
COc1cccc(N2C(=O)N(c3ccccc3Cl)C3CS(=O)(=O)CC32)c1 (stereo not drawn),i,i,7,i,i,i,i,i,i,-0.3,i
Cc1ccc(S(=O)(=O)N2CCCCC2)cc1NC(=O)CCc1nc2ccccc2c(=O)[nH]1,i,i,4,i,i,i,i,i,i,-0.3,i
O=C(NC1(C(F)(F)F)C(=O)Nc2c1c(=O)[nH]c(=O)n2Cc1ccccc1)c1ccco1 (stereo not drawn),i,i,26,i,i,i,i,i,i,0.5,i
CCOc1ccc2nc(N(CCN(C)C)C(=O)c3cc4ccccc4cc3OC)sc2c1,i,i,4,i,i,i,i,i,i,-0.2,i

Carrying on:
SMILES,MrgX1 PAM,TRPC4 block,AI-2 QS modul,TRPC6 inhibitor,MrgX1 agonist,TRPC4 agonist,TRPC4 PAM,TRPC6 activator,PolyA inh,HIF act,MrgX1 antag
CCN(CC)CCNCC(=O)N1c2ccccc2CCc2ccc(NC(=O)OC)cc21,i,i,-3,i,i,i,i,i,i,1.2,i
S=C(N/N=C/c1cccs1)NC1CC2CCC1C2 (stereo not drawn),i,i,-3,i,i,i,i,i,i,2.7,i
O=C(CCC(=O)c1ccc(Br)cc1)Nc1cccc(C(F)(F)F)c1,i,i,21,i,i,i,i,i,i,-0.1,i
CCN(CC)CCn1c(=O)n(-c2ccc(Cl)cc2)c(=O)c2c3c(sc21)CN(C)CC3,i,i,18,i,i,i,i,i,i,0.5,i
O=C(O)CCCN=CC1=C(O)CNC1=O,i,i,26,i,i,i,i,i,i,-0.4,i
O=C(C1CCCCC1)N(CCN1CCCC1)c1nc2ccccc2s1,i,i,7,i,i,i,i,i,i,/,i
Nc1c(S(=O)(=O)c2ccccc2)c2nc3ccccc3nc2n1/N=C/c1cccc(O)c1,i,i,-4,i,i,i,i,i,i,0.4,i
COc1cccc(NC(=O)CN2C(=O)CSc3nc(C)cc(C)c32)c1,i,i,38,i,i,i,i,i,i,0.4,i
Cc1ccc2nc(NC(=O)CSc3nc(=O)n(CCN(C)C)c4c3CCCC4)sc2c1,i,i,-2,i,i,i,i,i,i,-0.3,i
N/C(=N\O)c1cccc(CS(=O)(=O)c2ccccn2)c1,i,i,20,i,i,i,i,i,i,-0.8,i
CCOc1cc(C(=S)N2CCOCC2)ccc1O,i,i,55,i,i,i,i,i,i,0.2,i
Cc1ccc(CSc2nnc(-c3ccncc3)n2N)cc1,i,i,-51,i,i,i,i,i,i,1.3,i
COc1ccc(CCN2CC(C(=O)NCCc3cccc(F)c3)CCC2=O)cc1 (stereo not drawn),/,i,0,i,/,i,i,i,i,-0.3,/
CC1=C/C(=C(\c2cc(C)c(O)c(Br)c2)c2ccccc2S(=O)(=O)O)C=C(Br)C1=O,i,i,-64,i,i,i,i,i,i,-1.9,i
O=C(c1ccccc1O)N1N=C(C(F)(F)F)CC1(O)c1ccc([N+](=O)[O-])cc1 (stereo not drawn),i,i,10,i,i,i,i,i,i,-0.5,i
CCN1CCN(c2cc(C)c3cc(NC(=O)c4ccc5c(c4)OCO5)ccc3n2)CC1,i,i,20,i,i,i,i,i,i,0.6,i
CCOCC(=O)Nc1cc([N+](=O)[O-])ccc1OC,i,i,34,i,i,i,i,i,i,-0.3,i
CC(=O)c1sc(NC(C)c2ccccc2)nc1C (stereo not drawn),i,i,23,i,i,i,i,i,i,-1.1,i
COc1ccc(NC2=C(C(C)=O)C(c3ccccc3)C(C(C)=O)C(C)(O)C2)cc1 (stereo not drawn),i,i,20,i,i,i,i,i,i,1.1,i
COc1ccc(OC)c2c1sc(=NC(=O)C1COc3ccccc3O1)n2C (stereo not drawn),i,i,0,i,i,i,i,i,i,0.3,i

(further entries)
SMILES,MrgX1 PAM,TRPC4 block,AI-2 QS modul,TRPC6 inhibitor,MrgX1 agonist,TRPC4 agonist,TRPC4 PAM,TRPC6 activator,PolyA inh,HIF act,MrgX1 antag
O=C(Nc1cc(Cl)ccc1N1CCOCC1)c1cccnc1,i,i,20,i,i,i,i,i,i,1.5,i
O=S(=O)(Cc1ccc(Cl)cc1)NCc1ccc2c(c1)OCO2,i,i,10,i,i,i,i,i,i,0.2,i
Cc1cc(=O)oc2ccc(OC(=O)CC(C)C)cc12,i,i,5,i,i,i,i,i,i,-0.3,i
CC(=O)N(CCc1ccccc1C)Cc1cc2cc3c(cc2[nH]c1=O)OCO3,i,i,6,i,i,i,i,i,i,0.0,i
O=C(CCl)Nc1cccc(Oc2ccccc2)c1,13*,i,-6,i,i,i,i,i,i,-1.0,i
Cc1cc(C)c(S(=O)(=O)N2CCCCCC2)cc1Br,i,i,8,i,i,i,i,i,i,0.0,i
COC(=O)c1ccc(C(c2c(N)n(CC(C)C)c(=O)[nH]c2=O)N2CCN(c3ccccc3)CC2)cc1 (stereo not drawn),i,i,22,i,i,i,i,i,i,-0.6,i
CCOc1ccccc1C(=O)NCC(=O)OCC(=O)NCCc1ccc(S(N)(=O)=O)cc1,i,i,41,i,i,i,i,i,i,-0.5,i
COc1ccc(NC(=S)NCc2cccn2C)cc1,i,i,20,i,i,i,i,i,i,0.7,i
CC(C)OC(=O)C1C(=O)CC(C)(O)C(C(=O)OC(C)C)C1c1cccnc1 (stereo not drawn),i,i,17,i,i,i,i,i,i,-0.6,i
CC1(C)CC2CC(C)(CN2C(=O)c2cccs2)C1 (stereo not drawn),i,i,11,i,i,i,i,i,i,-0.2,i
CCN1C(=O)/C(=C/C2=Cc3ccccc3OC2C)SC1=S (stereo not drawn),i,i,11,i,i,i,i,i,i,0.0,i
S=c1[nH]nc(COc2ccccc2)n1/N=C/c1ccco1,i,i,19,i,i,i,i,i,i,0.0,i
C/C(CC(=O)Nc1ccccc1C#N)=N\NC(=O)c1ccncc1,i,i,24,i,i,i,i,i,i,0.3,i
CCOC(=O)N1CCN(C(=O)c2sc3nc(-c4ccc(F)cc4)cn3c2C)CC1,i,i,8,i,i,i,i,i,i,-0.3,i
CCOC(=O)CSc1nnc(CCCCCN2C(=O)c3cccc4cccc(c34)C2=O)o1,i,i,11,i,i,i,i,i,i,-0.2,i
CC1Sc2ccc(S(=O)(=O)NCc3ccccc3)cc2NC1=O (stereo not drawn),i,i,13,i,i,i,i,i,i,0.3,i
CCCCn1nnnc1SCC(=O)NNC(=O)c1ccco1,i,i,18,i,i,i,i,i,i,-0.4,i
O=C(NC1CCCN(Cc2ccc(Cl)cc2)C1)c1ccccc1-c1ncc[nH]1 (stereo not drawn),/,i,26,i,/,i,i,i,i,-1.2,/
COc1ccc2cc(C(=O)N3CCN(c4ccccc4F)CC3)[nH]c2c1,i,i,31,i,i,i,i,i,i,4.3,i

Other records follow:
SMILES,MrgX1 PAM,TRPC4 block,AI-2 QS modul,TRPC6 inhibitor,MrgX1 agonist,TRPC4 agonist,TRPC4 PAM,TRPC6 activator,PolyA inh,HIF act,MrgX1 antag
COC(=O)c1ccccc1NC(=O)c1cc(C)no1,i,i,0,i,i,i,i,i,i,2.2,i
Cc1cc(=O)[nH]c(SCC(=O)Nc2ccc3c(c2)OCCO3)n1,i,i,21,i,i,i,i,i,i,-0.2,i
Cc1nc(NC(=O)CSc2nnc(-c3ccncc3)n2C)sc1C,i,i,14,i,i,i,i,i,i,0.1,i
Cc1cc(C(=O)NNC2CC(=O)N(c3ccc4ccccc4c3)C2=O)c(C)o1 (stereo not drawn),i,i,-1,i,i,i,i,i,i,-0.2,i
CCOC(=O)N/N=C(C)/C=C/c1ccccc1,i,i,5,i,i,i,i,i,i,0.5,i
Cc1cc2c(cc1S(=O)(=O)N1CCCCC1)OCC(=O)N2,i,i,7,i,i,i,i,i,i,-0.2,i
Cc1cccc(N2CCN(C(=O)NC(C)c3ccc(F)c(F)c3)CC2)c1C (stereo not drawn),i,i,10,i,i,i,i,i,i,-0.3,i
